HSF1 inh = HSF1 inhibition; NIH3T3-HGL HSE-luciferase, MG132-induced, luminescence 8 h; active compounds read low; activity change, negative = inhibition, % at 7.5 µM (by protocol); 0.77% of 300,000 active; AID 2098;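 active = more than half of replicate wells show activity change below -50%, luminescence cut by over half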;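 note: luciferase reports HSF-1 transcriptional activity via heat shock element; 0% = median of DMSO wells and -100% = zero luminescence signal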
aSyn UTR inh = MLPCN primary screen, SNCA 5' untranslated region; inhibition, % (tested at 7.5 µM); 0.82% of 300,000 active; alpha-synuclein 5'UTR reporter, inhibitor activity; in the data active = inhibition above about 60%;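 note: H4 neuroglioblastoma cells stably carrying SNCA 5'UTR luciferase fusion; 0% = DMSO wells and 100% = positive control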
IEC-6 tox = counter-screen for KLF5 inhibitors: cytotoxicity in IEC-6 cells; IEC-6 cytotoxicity, luminescence viability; inhibition, % at 5 µM; 0.78% of 290,000 active; AID 1825; in the data active = inhibition above about 22%;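 note: 0% = plate median of test compound wells and 100% = cytotoxic reference compound wells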
HSF-1 act = increases HSF-1 driven luciferase reporter signal; NIH3T3-HGL HSF-1 luciferase reporter, MG132, 8 h; 100% = twice DMSO control signal; activation, % at 9 µM; 1.7% of 300,000 active; AID 504408;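 active = mean replicate activation of at least 50% with a set share of replicates each reaching 50%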;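 note: 0% = median of the neutral control wells and 100% = twice that signal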
HSP90 refold inh = inhibitors of HSP90 luciferase refolding in rabbit reticulocyte lysate | inhibition, % at 5.6 µM | 0.91% of 290,000 active | luciferase refolding luminescence, 3 h;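 active = inhibition above the screen-wide mean plus 3 SD, computed separately per campaign, cut at about 16% in these data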;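 note: 0% = DMSO wells and 100% = 60 µM geldanamycin wells; inhibitors lower the luminescence because luciferase stays unfolded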
KLF5 inhibitor = kruppel-like factor 5 inhibition. DLD-1 KLF5 promoter-luciferase reporter, luminescence. inhibition, % at 5 µM. 0.23% of 290,000 active;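 active = inhibition above a per-plate limit of that plate's mean compound inhibition plus 3 SD, cut at about 60% in these data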;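 note: 0% = DMSO wells and 100% = LY294002 at 200 µM; higher means less KLF5 promoter-driven luciferase light; inactives centre near -14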
SKKanGAS inh = blocks kanamycin growth of S. pyogenes SKKanGAS strain. AID 1662. inhibition, % at 7.5 µM. BacTiter-Glo, 6 h. 1.3% of 300,000 active;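 active = mean replicate score, as percent of positive control median, at least 50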;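 note: strain carries kanamycin resistance gene driven by streptokinase promoter and grows in 40 µg/ml kanamycin; loss of luminescence reflects streptokinase promoter inhibition or plain growth inhibition; 0% = median of DMSO wells and 100% = positive control at its reference dose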
Platelet DG rel = modulates dense granule release in human platelets; human platelet-rich plasma, SFLLRN dense granule ATP release, luminescence; inhibition, %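 (compounds screened at 7.5 µM in platelet-rich plasma)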; 0.22% of 300,000 active;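 active = mean replicate score, as percent of positive control, at or above 50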
AI-2 QS modul = Vibrio harveyi AI-2 quorum sensing modulation. activity change, % at 7.5 µM. Vibrio harveyi JMH597 AI-2 luminescence/OD600 ratio, 9 h; active compounds read low; strain lacks LuxN and CqsS sensors; 0 = neutral-control median. 0.4% of 300,000 active; in the data active = activity change below about -75%, passing the limit was not always enough;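 note: luminescence divided by OD600 gain over 9 h not by final OD600 alone; inactives centre near 13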
HIF activator = HIF pathway transcriptional activation; U2OS HRE-luciferase reporter, luminescence; normalized: DMSO 0%, desferrioxamine 100%; activation, % at 7.5 µM (by protocol); 0.32% of 300,000 active;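 active = mean activation of at least 10% of the iron chelator positive control signal, with at least half of replicates also reaching 10%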
Numbers without * were called inactive; nt = no result given.

#1 O=C(NCCCn1ccnc1)c1cc(C2CC2)on1
#2 Cc1cc(-c2ccccc2C(=O)Nc2ccccc2O)on1
#3 CCC(CC)c1nnc(NC(=O)C2=NNC(=O)CC2)s1
#4 O=C(NCCc1csc(-c2cccnc2)n1)c1ccco1
#5 CCOC(=O)c1sc(Nc2nc3ccc(OC)cc3s2)cc1C
#6 COc1ccccc1N1CCN(C(=O)CCCN2C(=O)c3cccc4cccc(c34)C2=O)CC1
#7 CSc1nc(N2CCCC2)c2c(c1C#N)CC(C)(C)OC2
#8 Cc1cc(-c2nc3ncccc3o2)ccc1NC(=S)NC(=O)c1ccco1
assay / entry	1	2	3	4	5	6	7	8
HSF1 inh	-1	-1	-8	-1	-6	-4	-6	2
aSyn UTR inh	-9	1	8	13	-69	31	41	-67
IEC-6 tox	-6	-4	6	4	0	1	0	-3
HSF-1 act	-1	-1	-7	-12	-1	-8	-11	16
HSP90 refold inh	-2	-3	0	0	1	2	-2	0
KLF5 inhibitor	2	-13	-24	-27	13	-14	-42	-14
SKKanGAS inh	2	1	-5	-1	50*	2	2	33
Platelet DG rel	-11	11	0	1	-5	-37	24	-2
AI-2 QS modul	9	8	27	22	23	6	22	20
HIF activator	0.3	-0.4	0.1	0.3	2.4	-1.6	-0.5	0.5

Reprinted from the part before: 4 compounds, followed by the next part.
#5 CCOC(=O)c1sc(Nc2nc3ccc(OC)cc3s2)cc1C
#6 COc1ccccc1N1CCN(C(=O)CCCN2C(=O)c3cccc4cccc(c34)C2=O)CC1
#7 CSc1nc(N2CCCC2)c2c(c1C#N)CC(C)(C)OC2
#8 Cc1cc(-c2nc3ncccc3o2)ccc1NC(=S)NC(=O)c1ccco1
#9 CC1(C)Cc2c(C#N)c(N3CCOCC3)nc(Cc3ccccc3)c2CO1
#10 CCn1c(C)nc2cc(C(=O)N/N=C(\C)c3ccccc3O)ccc21
#11 O=C(CSC1=NS(=O)(=O)c2cc(F)ccc2N1)NCc1ccc(F)cc1
#12 Cc1ccc(-c2nc3cnccn3c2Nc2ccc3c(c2)OCO3)cc1
#13 O=C(Nc1cccc(Cl)c1)OCc1cncs1
#14 Cc1nc2ccccc2nc1OCC(=O)NCC(F)(F)F
#15 CCOC(=O)C1CCN(S(=O)(=O)c2c(C)[nH]c(C)c2C(=O)N2CCCCC2)CC1
#16 O=C1NC2c3ccccc3CC2O1 (centres undefined)
assay / entry	5	6	7	8	9	10	11	12	13	14	15	16
HSF1 inh	-6	-4	-6	2	-2	14	2	2	2	-2	1	-3
aSyn UTR inh	-69	31	41	-67	12	-143	12	35	-80	24	-16	15
IEC-6 tox	0	1	0	-3	-2	2	nt	-3	3	-6	-1	-5
HSF-1 act	-1	-8	-11	16	-2	15	-9	-8	-4	2	0	0
HSP90 refold inh	1	2	-2	0	3	6	nt	-2	0	0	-4	0
KLF5 inhibitor	13	-14	-42	-14	-18	-40	nt	-50	-38	21	4	-37
SKKanGAS inh	50*	2	2	33	-4	1	-9	-5	-7	-4	3	-2
Platelet DG rel	-5	-37	24	-2	3	5	-22	6	6	-2	25	-2
AI-2 QS modul	23	6	22	20	19	11	20	17	-7	15	7	11
HIF activator	2.4	-1.6	-0.5	0.5	-0.4	4.7	-0.2	-0.1	0.6	-0.3	0.0	-0.1

#17 O=C(Nc1ccc(F)cc1)c1cccnc1N1CCOCC1
#18 COc1cc(C(=S)N2CCOCC2)cc(OC)c1OS(=O)(=O)c1ccc(NC(C)=O)cc1
#19 Cc1cccc(C(=O)NC(=S)N2CCc3ccccc3C2)c1
#20 COCCN(C(=O)Nc1ccccc1)C(C)c1cccnc1 (centres undefined)
#21 Cc1onc(-c2ccc(Cl)cc2)c1-c1ccnn1S(=O)(=O)c1ccc(Cl)cc1
#22 Cc1ccccc1NC(=S)N(CCCN1CCOCC1)Cc1cccnc1
#23 CCCCCC(=O)Nc1cccc(C2=NOC3(C2)C[C@@H](C(N)=O)N(C(=O)C2(C)CC2)C3)c1 (some centres undefined)
#24 CCOC(=O)N1CCN(C(=O)c2ccc3c(=O)n(-c4ccc(OC)cc4OC)c(=S)[nH]c3c2)CC1
assay / entry	17	18	19	20	21	22	23	24
HSF1 inh	-3	-5	-4	3	18	6	-3	1
aSyn UTR inh	19	-24	-20	-6	14	-17	-26	5
IEC-6 tox	3	1	-2	0	-4	2	nt	0
HSF-1 act	1	-2	3	29	29	15	2	-15
HSP90 refold inh	0	0	1	0	1	-2	nt	0
KLF5 inhibitor	-11	-49	8	2	-4	-29	nt	-24
SKKanGAS inh	3	4	-5	-4	-3	0	-2	11
Platelet DG rel	-1	3	-5	-6	21	-2	1	5
AI-2 QS modul	11	11	38	23	16	35	26	16
HIF activator	0.0	-0.1	0.1	0.2	0.4	-0.8	0.1	-2.0

#25 NC(=O)c1ccc(NC(=O)CCNC(=O)c2ccco2)cc1
#26 COc1cccc(CNC(=O)CCC2CCCN(C(=O)CCn3cncn3)C2)c1 (centres undefined)
#27 Cc1cccc(NC(=S)NNC(=O)c2sccc2C)c1
#28 Cc1nn(-c2ccccc2)c(N)c1C(O)(CC(=O)C(F)(F)F)C(F)(F)F (centres undefined)
#29 CN(C)CCN1C(=O)C(=O)/C(=C(/O)c2ccc(S(=O)(=O)N3CCOCC3)cc2)C1c1ccccc1 (centres undefined)
#30 Cc1cc(C)c(S(=O)(=O)NCCc2ccccc2)c(C)c1
#31 COc1ccc(CN2CCN(CCCc3ccccc3)C(CCO)C2)c(OC)c1 (centres undefined)
#32 N#Cc1cn(CCOC(=O)c2cccc(C(F)(F)F)c2)c(=O)[nH]c1=O
assay / entry	25	26	27	28	29	30	31	32
HSF1 inh	nt	-10	29	-1	-3	3	-11	-1
aSyn UTR inh	1	-10	-134	21	-6	15	8	5
IEC-6 tox	2	-4	6	-6	nt	2	3	1
HSF-1 act	nt	-6	57*	-10	-5	7	-11	-1
HSP90 refold inh	0	-3	0	-5	nt	5	4	-1
KLF5 inhibitor	5	-10	-122	-9	nt	-12	17	-4
SKKanGAS inh	3	3	4	-7	-10	-2	-2	-10
Platelet DG rel	-3	2	-4	-10	-13	11	-6	-8
AI-2 QS modul	13	20	12	0	7	14	-3	9
HIF activator	nt	-1.0	3.4	-0.3	0.4	0.1	1.4	0.0

#33 Cc1ccc2c(c1)NC(=O)c1cc([N+](=O)[O-])ccc1O2
#34 Cc1cc([N+](=O)[O-])ccc1NC(=O)c1cncc(Br)c1
#35 Cc1ccc(Nc2nc(-c3ccc(C)cc3)c(CC(=O)O)s2)cc1
#36 C=CCN(CC=C)CC(O)CN(c1cc([N+](=O)[O-])ccc1OC)S(=O)(=O)c1ccccc1 (centres undefined)
#37 Cc1cc(C)c(NC(=S)NC(CO)(CO)CO)c(C)c1
#38 Cc1cccc(N2C(=O)CC(Sc3nc(-c4ccccc4)c4cc(Cl)ccc4n3)C2=O)c1 (centres undefined)
#39 COc1ccc(-c2c[n+]3c(n2-c2ccccc2)SCC3)cc1
#40 CC(=O)N1c2ccc(S(=O)(=O)NCC3CCC(C(=O)NCc4ccco4)CC3)cc2CC1C (centres undefined)
assay / entry	33	34	35	36	37	38	39	40
HSF1 inh	-7	-9	12	-1	0	3	-4	2
aSyn UTR inh	-10	16	-37	-16	-30	9	10	15
IEC-6 tox	5	-9	-2	9	11	-3	2	-2
HSF-1 act	-2	-3	9	-9	-14	4	1	7
HSP90 refold inh	1	-3	0	-2	0	0	0	-11
KLF5 inhibitor	-4	-3	-31	-15	-8	-15	-13	-9
SKKanGAS inh	10	6	10	4	1	7	-2	-6
Platelet DG rel	6	-5	13	5	-8	-8	2	-4
AI-2 QS modul	11	17	16	41	-8	2	16	23
HIF activator	-0.8	0.7	2.1	-7.6	0.0	0.2	0.3	-0.6

#41 O=[N+]([O-])c1ccc(/C=N/Nc2nc(N3CCCCC3)nc(N3CCCCC3)n2)o1
#42 CC1(C)CNC(=O)CC(C)(C)N1O
#43 COc1ccc(Br)c(C(=O)Nc2cccc(Cl)c2Cl)c1
#44 COc1ccc(S(=O)(=O)N(C)CC(=O)NCCC2=CCCCC2)cc1C
#45 CCN(CC)S(=O)(=O)c1ccc(N2CCN(CCOc3ccc(OC)cc3)CC2)nc1
#46 Cc1ccc(C(=O)N/C(=C\c2ccc(Cl)cc2)C(=O)NCCCN2CCOCC2)cc1
#47 CCOCCCNC(=O)C(c1ccc(OC)cc1)N(Cc1ccc2c(c1)OCO2)C(=O)c1ccccc1O (centres undefined)
#48 Cc1cccc(C)c1NC(=O)CSC(=S)N1CCCC1
assay / entry	41	42	43	44	45	46	47	48
HSF1 inh	-1	-8	3	-4	-8	-4	9	1
aSyn UTR inh	-37	-11	10	31	1	7	-4	7
IEC-6 tox	0	1	-12	3	0	8	2	0
HSF-1 act	8	nt	10	-9	-16	10	-7	-11
HSP90 refold inh	6	-1	5	0	-1	-1	5	1
KLF5 inhibitor	-6	-5	1	-26	8	2	-4	5
SKKanGAS inh	17	-10	36	-12	-9	-10	7	2
Platelet DG rel	2	-8	8	12	8	-8	-3	2
AI-2 QS modul	21	5	19	4	21	-7	24	11
HIF activator	-0.5	0.3	-0.2	0.1	0.8	0.1	-0.1	-0.5

Complete entries, looked up by structure. Values in the order: HSF1 inh	aSyn UTR inh	IEC-6 tox	HSF-1 act	HSP90 refold inh	KLF5 inhibitor	SKKanGAS inh	Platelet DG rel	AI-2 QS modul	HIF activator
Record of CC1(C)CNC(=O)CC(C)(C)N1O : -8	-11	1	nt	-1	-5	-10	-8	5	0.3
Record of COc1ccc(Br)c(C(=O)Nc2cccc(Cl)c2Cl)c1 : 3	10	-12	10	5	1	36	8	19	-0.2
Record of O=[N+]([O-])c1ccc(/C=N/Nc2nc(N3CCCCC3)nc(N3CCCCC3)n2)o1 : -1	-37	0	8	6	-6	17	2	21	-0.5

Later entries.
#49 CC1CN(C(=O)C2(C)CC2(Cl)Cl)CC(C)O1 (centres undefined)
#50 CC(C)(C)NC(=O)COC(=O)c1cc(Br)ccc1Cl
#51 O=C(c1ccccc1)c1cccn1CC(=O)N1CCN(c2ccccc2)CC1
#52 O=C(CNC(c1ccccc1)c1ccccc1)Nc1c(F)cccc1F
#53 CC(=O)N1CCN(c2ccc(NC(=O)c3ccc(C)c([N+](=O)[O-])c3)cc2)CC1
#54 CC(=O)c1ccc(NC2OC(C)C(O)C(O)C2O)cc1 (centres undefined)
#55 Cc1noc(NS(=O)(=O)c2ccc(NC(=O)CSc3nc4c(cc3C#N)CCC4)cc2)c1C
#56 CC(C)(C)C(=O)OCc1nc(-c2ccc(O)c(O)c2)cs1
#57 CCCOc1ccc(/C=C/c2[nH]c(=O)[nH]c(=O)c2[N+](=O)[O-])cc1OCC
#58 CCCCNC(=O)COC(=O)c1ccc(F)cc1Cl
assay / entry	49	50	51	52	53	54	55	56	57	58
HSF1 inh	-2	-5	-3	8	-13	1	1	-3	3	9
aSyn UTR inh	3	11	-19	8	-14	-2	-8	-25	-2	-3
IEC-6 tox	12	-3	6	1	4	-5	-3	3	-9	-2
HSF-1 act	-3	3	-9	12	-15	-1	7	-11	5	2
HSP90 refold inh	3	1	4	1	-3	0	2	5	2	0
KLF5 inhibitor	0	-10	-3	-1	-37	-14	-10	-18	-1	-8
SKKanGAS inh	-11	8	-1	4	3	11	9	0	-1	-1
Platelet DG rel	-15	-3	4	4	2	2	17	9	2	2
AI-2 QS modul	-2	18	18	4	7	31	4	13	24	5
HIF activator	1.6	0.0	-0.3	-0.2	-0.3	0.5	nt	2.9	0.4	1.4
